Screening results deposited in PubChem by several laboratories.
Scp-1 inhibitor: Scp-1 (human) phosphatase inhibition; Recombinant Scp1, phosphopeptide, malachite green phosphate absorbance; inhibition, % at 20 µM; hit rate 0.88% among 340,000; AID 493091;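 active means inhibition above about 50% at 20 µM, limit read from the data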;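 further: plate controls were DMSO wells with enzyme for no effect and wells lacking enzyme for full effect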
Target sequence (Q9GZU7 76-261 limits assumed): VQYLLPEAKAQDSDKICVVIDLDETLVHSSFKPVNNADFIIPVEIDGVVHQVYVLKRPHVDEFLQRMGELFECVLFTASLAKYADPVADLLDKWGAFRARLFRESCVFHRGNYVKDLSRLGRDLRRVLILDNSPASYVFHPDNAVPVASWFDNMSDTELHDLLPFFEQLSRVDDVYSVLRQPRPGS
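Test system: SCP-1 phosphatase catalytic domain, residues 76-261 | Compound dosing: One concentration, 20 µM, with 1.0% DMSO | Schedule: 45 min room-temperature reaction, 5 min colour, 30 min stabiliser | Detection: Absorbance at 630 nm | Read-out basis: % inhibition of SCP-1 phosphate liberation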
TbMetRS inhib: Trypanosoma brucei MetRS inhibition. purified T. brucei MetRS, ATP depletion, Kinase-Glo luminescence. inhibition, % at 11.9 µM. hit rate 0.4% among 360,000. AID 624268;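 active means inhibition above a per-plate cutoff of the control wells' mean inhibition plus 3 SD, cut at about 5.5% in these data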;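 further: 0% = DMSO wells median and 100% = median of wells with control inhibitor compound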
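Dosing: 11.9 µM single point; system: parasite MetRS enzyme; technique: luminescence of leftover ATP; times: 15 min enzyme-compound preincubation, 2 h reaction, 10 min detection, 25 °C; replicates: each compound tested once; read-out basis: percent inhibition relative to median high and low control wells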
DNMT1 inh: blocks human DNA methyltransferase DNMT1; P26358; hit rate 0.83% among 360,000; AID 588458; DNMT1 molecular beacon, Hinp1I cleavage, fluorescence; inhibition (reported as % activation of signal), % at 10 µM; in the data active means inhibition above about 50%
NadD block: blocks S. aureus nicotinate mononucleotide adenylyltransferase; purified NadD enzyme, colorimetric absorbance read-out; inhibition, % at 20 µM; hit rate 0.78% among 360,000; in the data active means inhibition above about 26%; further: some compounds past the cut are filed as inactive
STEP inh: STEP (human) phosphatase inhibition | P54829 | recombinant STEP, OMFP fluorogenic substrate, fluorescence | inhibition, % at 20 µM | hit rate 0.25% among 360,000 | AID 588621;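 active means inhibition at 20 µM, scaled per plate between control wells, above about 37%, limit read from the data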;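 further: 0% = DMSO with enzyme and substrate and 100% = substrate only without enzyme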
Target sequence (P54829 whole entry, looked up): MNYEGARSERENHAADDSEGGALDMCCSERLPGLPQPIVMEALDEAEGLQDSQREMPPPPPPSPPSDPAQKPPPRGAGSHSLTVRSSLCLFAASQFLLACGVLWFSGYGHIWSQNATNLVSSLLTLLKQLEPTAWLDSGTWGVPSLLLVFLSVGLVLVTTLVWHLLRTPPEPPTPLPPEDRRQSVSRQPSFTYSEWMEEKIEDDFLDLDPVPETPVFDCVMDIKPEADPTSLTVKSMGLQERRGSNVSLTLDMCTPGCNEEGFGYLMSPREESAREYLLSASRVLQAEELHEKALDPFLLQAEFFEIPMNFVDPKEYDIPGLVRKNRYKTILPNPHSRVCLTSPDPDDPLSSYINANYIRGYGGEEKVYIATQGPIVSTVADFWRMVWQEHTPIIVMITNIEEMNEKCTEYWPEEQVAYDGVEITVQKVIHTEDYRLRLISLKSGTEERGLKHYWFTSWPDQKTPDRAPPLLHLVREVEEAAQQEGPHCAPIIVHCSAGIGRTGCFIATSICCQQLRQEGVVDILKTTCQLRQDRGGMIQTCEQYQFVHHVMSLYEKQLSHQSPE
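System: STEP (striatal-enriched tyrosine phosphatase) enzyme, cell-free; medium: Bis-Tris pH 6.0 buffer with DTT, detergent; dosing: 20 µM, 1% DMSO; times: reaction 20 min, ambient temperature; detection: fluorescence, 480/540 nm; read-out basis: normalized % inhibition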
Rpn11 inh: blocks the human proteasome subunit Rpn11; human 26S proteasome, Ub4-pepOG fluorescence polarization; 20S core pre-blocked with epoxomicin; calls only at 20 µM; hit rate 0.59% among 360,000;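 active means inhibition at 20 µM, scaled to each plate's controls, above about 33%, limit read from the data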
LMPTP block: blocks human LMPTP phosphatase; recombinant LMPTP-A, OMFP fluorogenic substrate, fluorescence intensity; inhibition, % at 20 µM; hit rate 0.22% among 360,000; AID 651560;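 active means compounds that cut the enzyme signal by at least half of the control window in the single-dose screen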;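 further: plate controls were DMSO wells with enzyme plus substrate for no effect and substrate without enzyme for full effect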
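Test system: LMPTP-A phosphatase enzyme. Amount: LMPTP-A at 0.625 nM final in the reaction. Reagent: OMFP substrate, 400 µM final. Times: 50 min at room temperature. Signal: endpoint fluorescence intensity from OMFP dephosphorylation. Read-out basis: % inhibition. Benchmarks: no-enzyme and uninhibited controls.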
SUMO1-SIM PPI: alters human SUMO1 binding to SIM partners. inhibition, % at 20 µM. P63165. hit rate 0.33% among 360,000. SUMO1 binding to a labelled peptide, TR-FRET, 1 h; in the data active means inhibition above about 37%
MsrA inh: inhibitors of bovine MsrA; purified bovine MsrA, absorbance read-out; inhibition, % at 15.5 µM; hit rate 0.75% among 360,000; AID 651718; in the data active means inhibition above about 4.5%;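 further: 0% = vehicle wells with enzyme and 100% = reference inhibitor wells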
CSN deneddyl inh: blocks human CSN-mediated cullin deneddylation | hit rate 0.38% among 360,000 | Q92905 | inhibition, % at 12.5 µM | AID 651999 | Purified CSN, SCF-Nedd8-OG deneddylation, fluorescence polarization;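 active means pattern-corrected inhibition above about 35%, with an unprinted fluorescence ratio check between 0.5 and 1.5, limit read from the data, passing the limit was not always enough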;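 further: 0% = enzyme with substrate and 100% = substrate without enzyme; some results filed as inactive read as strong as hits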
Target sequence (Q92905 whole entry, looked up, one chain of several): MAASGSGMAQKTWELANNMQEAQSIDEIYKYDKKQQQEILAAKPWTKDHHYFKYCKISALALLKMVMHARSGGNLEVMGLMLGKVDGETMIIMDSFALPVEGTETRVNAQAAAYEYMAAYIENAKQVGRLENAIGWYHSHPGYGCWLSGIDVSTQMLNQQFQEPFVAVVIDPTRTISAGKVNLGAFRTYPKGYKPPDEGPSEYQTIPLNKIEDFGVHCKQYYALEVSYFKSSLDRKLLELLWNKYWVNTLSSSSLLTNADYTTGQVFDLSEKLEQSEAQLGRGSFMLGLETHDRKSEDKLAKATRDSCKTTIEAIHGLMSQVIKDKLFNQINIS
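Material: purified human Csn5 enzyme expressed in HEK293T cells / Medium: Tris buffer pH 7.5, NaCl, DTT, Tween-20, trehalose, ovalbumin / Compound dosing: 12.5 µM single point / Schedule: 90 min incubation of compound, enzyme and substrate at room temperature / Signal: fluorescence polarization of the substrate / Control set: no-enzyme wells high, enzyme-with-substrate wells low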
* = called active by the depositor; i = inactive; / = not tested or not shown; + = active, no number; & = joins results of further samples. No enrichment for hits. Share with any hit: about 3.9%.

SMILES	Scp-1 inhibitor	TbMetRS inhib	DNMT1 inh	NadD block	STEP inh	Rpn11 inh	LMPTP block	SUMO1-SIM PPI	MsrA inh	CSN deneddyl inh
COc1ccc(-c2cccc(-c3nc4ccc(Cl)cn4c3NC3CCCCC3)c2)cc1	11	-0.1	-5	17	1	i	8.4	-7	-0.5	5
CCOC(=O)Cc1nnc(NC(=O)CSc2ccc(C)cc2)s1	0	0.2	5	2	2	i	0.2	3	-0.8	2
CCOc1ccccc1/C=N/Nc1ccc(Cl)nn1	0	-0.5	0	-6	-2	i	-1.0	-8	3.2	0
CC(=O)O[C@]1(C(C)=O)CC[C@H]2[C@@H]3C[C@H](C)C4=CC(=O)CC[C@]4(C)[C@H]3CC[C@@]21C	-12&-6	-0.1&-0.7	14&3	0&-2	1&-2	i	-0.5&0.2	6&1	0.0&0.0	3&-1
CN(CC(=O)Nc1ccccc1C(F)(F)F)C(=O)CSCc1ccccc1	-5	-0.4	1	-6	0	i	-0.8	1	-1.0	0
CCc1nn(C(C)C(=O)N2CCc3ccccc3C2)c(=O)c2cc3occc3n12 (configuration not stated)	-3	-0.1	-2	6	-2	i	0.8	0	0.8	0
CC(C)NS(=O)(=O)c1ccc(OCC(=O)NCCC2=CCCCC2)cc1	-6	-0.5	-3	-3	0	i	-1.2	0	-0.5	-9
CN1CCN(C(=O)C2Cc3c(-c4ccc5c(c4)OCO5)ccnc3O2)CC1 (configuration not stated)	/	-0.2	6	1	0	i	0.6	2	-1.7	1
C/C(CC(=O)Nc1cc(C)ccn1)=N\NC(=O)c1ccc(C)cc1	3	-0.3	1	-1	-1	i	0.0	0	0.9	-1
O=C(C[C@H]1CC[C@H]2[C@@H](COC[C@H](O)CN2C(=O)c2ccccn2)O1)N1CCN(c2ccccc2)CC1	/	0.5	/	/	/	/	-0.9	-5	0.9	-3
O=C(NC1CCCN(Cc2ccc(Cl)cc2)C1)c1ccoc1 (configuration not stated)	-2	-0.3	0	-2	-1	i	-0.6	3	-0.6	0
COc1ccc(-c2c(C)c3ccc(O)cc3oc2=O)cc1OC	-9	0.5	6	-4	-2	i	-2.0	-19	2.7	-1
O=C(NCCN1CCOCC1)c1csc2c1CCCC2	-10	-0.5	11	4	1	i	-1.3	0	-1.2	1
COc1ccccc1CN(C)C(=O)CN1CCN(CC(=O)Nc2ccccc2Cl)CC1	-8	-0.1	-3	2	-2	i	-1.3	1	1.0	2
COc1ccc(NS(=O)(=O)c2ccc3c(c2)CCO3)cc1	2	-0.9	-4	-6	0	i	-0.4	5	1.8	0
CCNc1ccc(C(=O)Nc2ccc3nc(C)sc3c2)cc1[N+](=O)[O-]	-27	1.0	-2	1	-3	i	-1.4	-16	-0.7	1
Cn1cccc1C(=O)N1CCN(c2cccc(C(F)(F)F)c2)CC1	-5	-0.4	-6	3	-1	i	0.5	0	-1.4	2
CCOc1cccc(-c2cnc3cccnn23)c1	/	-0.2	5	1	0	i	6.4	-15	-0.4	-1
Cc1cccc(Cn2c(=O)n(CCCC(=O)NCc3ccco3)c(=O)c3ccccc32)c1	-4	-0.4	1	-1	4	i	-1.0	5	0.9	2
O=C(COC(=O)Cc1ccc(F)cc1)Nc1ccc2[nH]c(=O)[nH]c2c1	-4	-0.2	-2	2	0	i	-0.5	74*	-0.7	-1

3 compounds already listed, arranged by molecular weight, rising.
SMILES	Scp-1 inhibitor	TbMetRS inhib	DNMT1 inh	NadD block	STEP inh	Rpn11 inh	LMPTP block	SUMO1-SIM PPI	MsrA inh	CSN deneddyl inh
CCOc1cccc(-c2cnc3cccnn23)c1	/	-0.2	5	1	0	i	6.4	-15	-0.4	-1
O=C(COC(=O)Cc1ccc(F)cc1)Nc1ccc2[nH]c(=O)[nH]c2c1	-4	-0.2	-2	2	0	i	-0.5	74*	-0.7	-1
Cc1cccc(Cn2c(=O)n(CCCC(=O)NCc3ccco3)c(=O)c3ccccc32)c1	-4	-0.4	1	-1	4	i	-1.0	5	0.9	2

Carrying on.
SMILES	Scp-1 inhibitor	TbMetRS inhib	DNMT1 inh	NadD block	STEP inh	Rpn11 inh	LMPTP block	SUMO1-SIM PPI	MsrA inh	CSN deneddyl inh
CC(=O)Nc1ccc(-c2csc(Nc3ccccn3)n2)cc1	-14	-0.4	-8	1	-1	i	0.4	-8	-0.1	-2
CCn1c(SCC(=O)Nc2c(C)n(C)n(-c3ccccc3)c2=O)nnc1-c1cccc(C)c1	0	-0.3	8	-6	-3	i	-1.1	2	0.9	-1
Nc1nc(SCC(=O)N2CCc3ccccc32)[nH]c(=O)c1-c1ccccc1	-1	-0.5	-4	3	-1	i	-0.7	1	0.2	-3
O=C(CCNC(=O)c1ccc(Cl)cc1)NC1CCCc2ccccc21 (configuration not stated)	-10	-0.2	2	-1	-1	i	0.0	7	0.3	-4
Cc1ccc(C(=O)N2CCN(c3ccccn3)CC2)cc1C	-5	-0.3	3	-6	3	i	-0.5	5	0.1	-1
CCC(C(=O)Nc1ccccc1OC)n1c(C(=O)OC)cc2ccsc21 (configuration not stated)	-17	-0.4	-4	-7	2	i	2.0	4	-1.6	1
Cc1ccc(S(=O)(=O)N2CCOCC2)cc1C(=O)Nc1ccc(C(N)=O)cc1	-2	-0.9	-3	-2	-3	i	14	11	-0.2	0
Cc1nnc2ccc(-c3ccc(NS(C)(=O)=O)cc3)nn12	-7	0.1	2	0	5	i	-0.3	-9	0.7	-5
O=C(COc1ccc(Cl)c2cccnc12)N1CCOCC1	-5	-0.3	6	5	-1	i	-0.6	-5	1.0	-1
COc1cccc(NC(=O)CSc2cccc[n+]2[O-])c1	-6	-0.2	-5	1	-2	i	-0.3	3	-1.1	0
CCOc1ccc(S(=O)(=O)N2CCC(C(=O)NCCc3ccc(S(N)(=O)=O)cc3)CC2)cc1	-8	-0.5	5	-1	1	i	-1.6	6	1.5	3
Cc1cc(NC(=O)CSc2nnc(CNC(=O)c3c(F)cccc3F)o2)no1	4	-0.3	0	-1	-2	i	-0.8	0	0.6	-3
CCN(CC)c1ccc(NC(=O)CN2CCN(c3ccccc3F)CC2)cc1	1	-1.0	-4	-1	3	i	-0.4	0	0.2	-4
N=C1C(c2nc3ccccc3s2)=C(O)CN1NC(=O)c1ccc([N+](=O)[O-])cc1	-2	0.4	6	5	0	i	-0.3	2	3.0	-1
C[C@H](N)c1nnc(SCC(N)=O)o1	4	-0.1	3	0	0	i	-0.4	-1	-0.5	0
CCCCN(CC)S(=O)(=O)c1c(C)[nH]c(=O)[nH]c1=O	-6	0.1	-3	-3	1	i	-1.5	6	1.1	-4
O=C(c1cc(COc2ccc(F)cc2Cl)on1)N(Cc1ccncc1)CC1CCCO1 (configuration not stated)	-3	-0.3	-2	7	0	i	0.3	-1	-0.1	3
CCCCn1nnnc1NCc1cccc(OC)c1OC	-8	-0.8	2	9	-3	i	0.3	-1	-1.2	0
COC(=O)C1(C)NC(c2ccc(C)cc2)C2C(=O)N(c3ccc(F)cc3)C(=O)C21 (configuration not stated)	-1	0.1	-1	5	1	i	0.3	10	-1.0	0
CCn1ncc(C2=NOC(C(=O)NCc3ccc(OC)cc3)C2)c1C (configuration not stated)	-5	-0.6	7	2	4	i	-0.6	2	1.2	6
O=C(CN1C(=O)NC2(CCCCC2)C1=O)N1CCN(C(=O)c2cccs2)CC1	-5	0.2	5	-1	-2	i	-1.2	2	0.7	0
CCCCCCN1C[C@H](n2cc(C3CC3)nn2)[C@@H](O)C[C@@H]1c1ccc(C)cc1	/	-1.3	-11	2	1	i	1.3	3	-1.7	3
O=C(Nc1ccc(N2CCOCC2)cc1)Nc1ccc2nsnc2c1	3	-1.2	-1	-6	-2	i	-1.0	-6	0.0	0
COc1ccc(NC(=O)CSc2nnc(-c3ccccc3)n2N)cc1	-7	-0.7	7	5	-1	i	-0.6	2	1.5	-2
COc1ccc(-n2c(C)nn(CC3CC3)c2=O)cc1	1	-0.2	1	-2	-3	i	-0.4	-1	-1.1	-3
Cc1[nH]c(=O)[nH]c(=O)c1S(=O)(=O)N1CCCC(C(=O)NCc2ccco2)C1 (configuration not stated)	-4	-0.9	0	-2	0	i	-0.6	2	-0.5	-2
CN(C(=O)CC(=O)Nc1ccc(Cl)c(Cl)c1)c1ccccc1	1	-0.8	0	-1	-1	i	0.6	-5	1.4	-3
CCOC(=O)C1(C)CCCN1C(=O)c1ccccc1OC (configuration not stated)	/	-0.3	5	-3	-2	i	-1.8	3	-1.0	3
CC(=O)c1ccc(S(=O)(=O)Nc2ccc(-c3cn4c(n3)SCC4)cc2)cc1	1	-0.3	-6	8	-2	i	0.7	11	2.1	4
CC(=O)c1c(-c2ccccc2)[nH]c2ccccc12	0	-2.1	5	-1	-2	i	-0.7	-1	1.5	2
CCNC(=O)C1CCCN(c2nc(C)cc(C)n2)C1 (configuration not stated)	-7	-0.3	4	-6	-3	i	-1.8	5	0.9	4
O=C(NCCc1ccc(Cl)cc1)C1CCCO1 (configuration not stated)	7	-1.5	-2	0	6	i	-2.2	13	-0.1	-2
CN(CC(=O)Nc1ccc(N2CCOCC2)cc1)CC(=O)Nc1ccc(C(F)(F)F)cc1	0	-0.3	1	-1	-4	i	0.8	1	0.4	-7
COc1ccc(NC(=O)CN(C)S(=O)(=O)c2ccc(Cl)cc2)c([N+](=O)[O-])c1	-11	-0.3	1	-7	-1	+	-1.9	-8	/	11
COc1ccc(N2CCN(Cc3cc4c(cc3Br)OCCO4)CC2)cc1	-10	-0.3	-6	-13	-1	i	2.1	7	-0.9	0
Cn1c(=O)c([N+](=O)[O-])c(NCCc2ccccc2)c2ccccc21	-15	-0.8	3	-8	-1	i	-0.5	-9	0.4	-1
O=C(COC(=O)c1ccccc1)NC12CC3CC(CC(C3)C1)C2	-4	-0.2	-2	-2	1	i	-0.6	0	-0.9	-1
Cc1cc(C)n2c(Nc3c(C)cccc3C)c(-c3cccnc3)nc2n1	/	-0.2	/	-3	/	/	-1.0	-9	1.4	-2
CN1CCN(C(=O)C2CCCN(c3ncnc4c3nc3n4CCCCC3)C2)CC1 (configuration not stated)	-8	0.2	3	-3	-2	i	0.7	6	0.7	2
Cc1ccc(NC(=S)N(Cc2ccco2)C(C)c2cccs2)c(Cl)c1 (configuration not stated)	19	0.2	0	-3	6	i	3.5	3	-0.1	1
NC(=O)C1CCCN(CCc2ccccc2)C1 (configuration not stated)	-5	-0.1	-2	8	1	i	-1.3	0	-0.9	1
CCOC(=O)N1CCC(NC(=O)c2ccccc2C(=O)O)CC1	-1	0.1	1	-3	-1	i	-1.8	43*	0.3	0
